From PubChem
Vif-APOBEC3F blk – inhibitors of Vif-A3F interaction | HeLa A3F-eYFP + Vif (tagged APOBEC3F with the HIV-1 protein that degrades it), YFP fluorescence increase | AID 602313 | Potency, µM (series often up to 46.1 µM), for the others: at the highest dose activity, negative = active | 0.2% of 390,000 active; further: potency means the concentration at half of the fitted maximal effect; % of control where 0% means no effect; nearly all actives have a fitted effect of over 65% in size
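HeLa cells stably expressing Vif plus C-terminally eYFP-tagged A3F were seeded, incubated overnight at 37 deg C, dosed with compound, incubated overnight again at 37 deg C. Yellow fluorescence (Ex 488/Em 500-530) reported blocked Vif-mediated A3F-eYFP degradation.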
rTrxR1 inhibitor – inhibitors of rat thioredoxin reductase 1; O89049; recombinant rTrxR1, NADPH fluorescence consumption, selenite substrate; Potency, µM (doses to about 114 µM), without a hit: at the top dose activity change, negative = inhibition, hits mostly inhibitors; 1% of 390,000 active; AID 588453; further: potency means the concentration at half of the fitted maximal effect; on the % scale 0 is the no-effect control and ±100 the full control effect; nearly all actives have a fitted effect of over 65% in size
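Rat TrxR1 (90 nM in the dispensed reagent) was pre-reduced with 400 uM NADPH for 5 min at room temperature, then incubated with compound for 15 min. After 400 uM selenite was added, NADPH fluorescence (Ex 340/Em 450 nm) was followed for 8 min.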
USP1 inh – inhibitors of human USP1/UAF1 deubiquitinase. O94782. recombinant USP1/UAF1, Ub-Rhodamine cleavage fluorescence. Potency, µM (titrated, usually from 57.1 µM), for the others: at the top dose activity change, negative = inhibition, actives largely listed as inhibitors. 0.23% of 390,000 active; further: potency means the concentration at half of the fitted maximal effect; on the % scale 0 is the no-effect control and ±100 the full control effect; nearly all actives have a fitted effect of over 60% in size; inactives centre near -12
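USP1/UAF1 complex at 1 nM was preincubated with compound for 15 min at room temperature, then Ub-Rho substrate (150nM final) was added. Fluorescence (480/540 nm) was read kinetically, 6 reads every 60 seconds.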
Vif-A3G inh – inhibitors of Vif-APOBEC3G interaction | HeLa A3G-eYFP + Vif (tagged APOBEC3G with the HIV-1 protein that degrades it), YFP fluorescence, overnight | Potency, µM (top dose mostly 46.1 µM), inactives show at the top dose activity, negative = active, usual class: inhibitors | 0.076% of 410,000 active | AID 602310;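 further: potency means the concentration at half of the fitted maximal effect; on the % scale 0 is the no-effect control and ±100 the full control effect; nearly all actives have a fitted effect of over 60% in size; hits raise eYFP signal because A3G escapes Vif-driven loss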
Target sequence (Q9HC16 whole entry, looked up): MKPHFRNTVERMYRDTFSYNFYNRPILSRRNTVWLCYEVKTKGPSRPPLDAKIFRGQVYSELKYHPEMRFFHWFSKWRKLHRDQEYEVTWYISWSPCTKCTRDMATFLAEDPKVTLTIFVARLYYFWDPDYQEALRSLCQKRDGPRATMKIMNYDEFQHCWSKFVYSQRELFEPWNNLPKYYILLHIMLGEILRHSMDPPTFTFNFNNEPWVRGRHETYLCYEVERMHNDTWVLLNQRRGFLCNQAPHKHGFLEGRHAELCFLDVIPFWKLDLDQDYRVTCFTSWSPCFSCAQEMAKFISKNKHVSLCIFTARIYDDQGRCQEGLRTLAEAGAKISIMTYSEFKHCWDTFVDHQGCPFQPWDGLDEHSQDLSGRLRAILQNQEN
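Read-out is eYFP fluorescence (Ex 488/Em 500-530) from Vif-expressing HeLa A3G-eYFP cells; more signal means A3G escaped Vif-mediated degradation. Cells plated overnight, compound pinned in, incubated overnight at 37 deg C.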
RGS4 inh – blocks human RGS4-accelerated GTP hydrolysis; Transcreener GDP fluorescence polarization, RGS4-accelerated GTP hydrolysis; Potency, µM (titrated, usually from 114 µM), inactives show top-dose activity change, negative = inhibition, hits mostly inhibitors; 0.039% of 390,000 active; AID 504845; further: potency means the concentration at half of the fitted maximal effect; on the % scale 0 is the no-effect control and ±100 the full control effect; nearly all actives have a fitted effect of over 75% in size; some results filed as inactive show a strong effect at the top dose
Target sequence (P49798 whole entry, looked up): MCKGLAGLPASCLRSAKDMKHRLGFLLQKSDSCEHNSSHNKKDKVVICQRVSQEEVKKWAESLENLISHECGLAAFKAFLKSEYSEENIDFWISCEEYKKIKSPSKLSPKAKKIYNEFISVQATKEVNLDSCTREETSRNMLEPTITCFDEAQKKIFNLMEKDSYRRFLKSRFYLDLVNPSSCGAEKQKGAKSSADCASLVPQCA
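MLSMR compounds (23 nl, pin-transferred) preincubated 10 min at room temperature with a 500nM (2x) first reagent, then RGS4 at 900nM (2x) plus Transcreener GDP mix added; fluorescence polarization (620/688 nm) read before and after 90 min at 30 °C.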
GRP78 ERSR act – ER stress response induction in glioma; U87-MG GRP78 promoter luciferase reporter, 16 h; Potency, µM, for inactives: at the top dose activation, most hits filed as activators; 0.02% of 420,000 active; further: potency means the concentration at half of the fitted maximal effect; series mostly up to about 76 µM; % of control where 0% means no effect; nearly all actives have a fitted effect of over 35% in size
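ERSR induction read as luciferase luminescence (Bright-Glo, 10 min at room temperature) in stably transfected human U87-MG glioma cells exposed to compounds for 16 h, using GRP78 as sensor.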
LDHA inh – blocks human lactate dehydrogenase A. 0.15% of 480,000 active. purified LDHA, NADH/diaphorase-resazurin fluorescence; stronger effect = lower value. P00338. AID 1347041. activity change, % (values are at about 110 or 230 µM); in the data active means activity change below about -30%; inconclusive means mostly about -25% to -30%;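 further: plate controls were DMSO wells for no effect and wells without enzyme for full effect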
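Human LDH5 at 2 nM final in Tris HCl pH 7.4 with 0.06 mM NADH and 0.2 mM pyruvate, reacted 5 minutes at room temperature. Remaining NADH coupled via diaphorase/resazurin; resorufin fluorescence read at 0 and 20 minutes, normalized to enzyme-free and DMSO wells.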
TrxR1 substrate – is turned over as a substrate by rat TrxR1 | O89049 | purified TrxR1 substrate turnover, NADPH consumption readout | Potency, µM (highest dose often 114 µM), without a hit: at the highest dose activity change, negative = substrate turnover | 0.01% of 390,000 active | AID 588456; further: potency means the concentration at half of the fitted maximal effect; on the % scale 0 is the no-effect control and ±100 the full control effect; nearly all actives have a fitted effect of over 50% in size
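Rat TrxR1, dispensed at 90 nM, was prereduced with 400 uM NADPH (final) for 5 min at ~22 deg C, then incubated with compound 15 min before 400 uM selenite. A first-read NADPH fluorescence drop versus no-compound background flagged substrates.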
mIDH1 inhibitor – human IDH1 R132H inhibition | O75874 | IDH1-R132H enzyme, NADPH consumption, diaphorase/resazurin fluorescence | Potency, µM (series often up to 76.6 µM), for inactives: at the highest dose activity change, negative = inhibition, hits mostly inhibitors | 0.093% of 390,000 active | AID 602179; further: potency means the concentration at half of the fitted maximal effect; on the % scale 0 is the no-effect control and ±100 the full control effect; nearly all actives have a fitted effect of over 65% in size
Target sequence (O75874 whole entry R132H, stated change not applied): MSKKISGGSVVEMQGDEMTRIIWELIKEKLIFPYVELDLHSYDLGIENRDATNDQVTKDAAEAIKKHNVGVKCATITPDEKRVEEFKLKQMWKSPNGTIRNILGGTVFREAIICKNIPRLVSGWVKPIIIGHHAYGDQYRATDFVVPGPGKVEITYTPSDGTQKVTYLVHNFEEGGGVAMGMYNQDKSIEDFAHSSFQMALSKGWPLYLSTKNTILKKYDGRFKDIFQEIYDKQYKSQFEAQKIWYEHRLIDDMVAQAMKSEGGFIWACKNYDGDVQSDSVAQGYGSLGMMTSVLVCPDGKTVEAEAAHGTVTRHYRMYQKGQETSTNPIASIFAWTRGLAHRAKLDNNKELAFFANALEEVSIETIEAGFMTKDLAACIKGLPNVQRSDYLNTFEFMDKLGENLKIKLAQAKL
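IDH1-R132H (0.5 ug/mL dispensed) in pH 7.5 Tris buffer was preincubated 30 min with compound, then given a substrate mix of 0.016 mM NADPH and 2 mM alpha-KG for 80 min at room temperature; remaining NADPH was read by diaphorase/resazurin fluorescence.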
Active calls of the source: *; ? = inconclusive; [ ] = another dose, or the depositor's remark. Unless noted, the call rests on the fitted dose curve; in most records, active means well fitted curve in the direction sought with a large enough effect; inconclusive means small, poorly fitted or top-dose-only effect, or another doubt; inactive means no such curve, though single readings can be large; an effect the other way counts as inactive or inconclusive. These rows are one share of the data; the hit share may differ from the screen's.

SMILES	Vif-APOBEC3F blk	rTrxR1 inhibitor	USP1 inh	Vif-A3G inh	RGS4 inh	GRP78 ERSR act	LDHA inh	TrxR1 substrate	mIDH1 inhibitor
CCN(CC)S(=O)(=O)c1ccc2c(c1)N(CC(=O)Nc1ccc(NC(C)=O)cc1)C(=O)CO2	-3%	-3%	-24%	1%	-10%[56.9 µM]	0%	3	-5%	6%
CCCN1CCN(C(c2cc3cc(OCC)ccc3[nH]c2=O)c2nnnn2C2CCCCC2)CC1 (stereo not drawn)	-27%	11%	-10%	0%	-2%	-4%	-2	44%[activator]	0%
CC(C)(C)c1nc(Sc2ncccc2[N+](=O)[O-])n[nH]1	10%	-13%	-5%	-4%	-11%	2%	-4	-5%	-1%
CCOc1cccc2cc(C(=O)N3CCOCC3)c(=O)oc12	2%	-13%	-8%	-1%	12%	0%	-1	-5%	20%
COc1ccc(N(CC(=O)NCCSc2ccccn2)S(=O)(=O)c2ccccc2)cc1Cl	6%	-13%	-13%	-1%	-20%	-6%	0	-13%	6%
CCN(CC)c1ccc(NC(=O)c2sc3nc4c(cc3c2N)CN(C)CC4)cc1	1%	9%	-5%	10%	-16%	2%	9	9%[11.4 µM]	0%
Cc1ccc(NC(=O)c2ccc(-n3c(C)nnc3C)cc2)cc1F	0%	16%[57.1 µM]	-18%	-1%	-34%	-5%	-7	-1%[57.1 µM]	32%
O=C(CSc1n[nH]c(=O)n1Cc1ccco1)c1ccc2c(c1)OCCO2	2%	14%	-6%	0%	42%	1%	0	-2%	-2%
N/C(=N\OC(=O)CCc1ccccc1)c1ccc(Br)cc1	1%	10%	-2%	1%	-16%	7%	4	1%	1%
c1ccc(-c2noc(-c3cccnc3NCc3ccco3)n2)cc1	-9%	-4%	-25%	-3%	0%	2%	1	-6%	-12%
COc1ccc(NC(=O)Cn2c(=O)n(CCc3ccccc3)c(=O)c3ccccc32)cc1	-1%	23%	-17%	-1%	-29%	1%	-6	7%	3%
COc1ccc(-c2ccc(SCC(=O)c3cccs3)nn2)cc1	0%	11%[57.1 µM]	-5%	-3%	8%	9%	-6	-3%	27%
COc1ccc(OC)c(C2C(C(=O)c3ccco3)=C(O)C(=O)N2Cc2cccnc2)c1 (stereo not drawn)	0%	6%	-26%	0%	-11%	-2%	0	-8%	18%
CC1=Nc2cc(C(=O)NC(C)C)ccc2Sc2ccc(C)cc21	1%	-16%	?	?	11%	-2%	-3	-6%	-20%
C[C@]12c3[nH]c4ccc(Cl)cc4c3CCN1C(=O)[C@@H](CC(=O)NCCC1=CCCCC1)C[C@@H]2C(=O)N1CCOCC1	-5%	7%	-26%	-9%	4%	1%	3	-1%	-12%
CCCc1cc(=O)[nH]c(SCC(=O)N2CC3(C)CC2CC(C)(C)C3)n1 (stereo not drawn)	2%	33%	-20%	-2%	12%	1%	1	3%	0%
COC(=O)CSc1cc(SCC(=O)OC)c(C#N)c(SCC(=O)OC)c1	-9%	0%	-3%	-6%	-32%	-3%	-1	-5%	1%
CN(C(=O)C1CCCO1)c1nnc(-c2ccccn2)s1 (stereo not drawn)	1%	?	-5%	1%	-18%	-6%	1	5%	-1%
CNC(=S)N(CCc1c(C)[nH]c2ccccc12)Cc1cccnc1	3%	8%	-7%	-1%	2%	-4%	-2	2%	-22%
CCCC(NC(=O)CCl)c1ccccc1 (stereo not drawn)	-1%	?	5%	-20%	27%	-2%	-13	-9%	-2%
COc1ccc(C2C(C#N)=C(N)Oc3n[nH]c(C)c32)cc1CSc1ccccn1 (stereo not drawn)	-2%	-14%	-13%	0%	-5%[11.4 µM]	-1%	5	-2%	1%
O=C(COC(=O)CN1C(=O)c2ccccc2C1=O)Nc1ccccc1[N+](=O)[O-]	-4%	16%	-16%	-4%	27%	7%	-7	1%	6%
Cc1ccc([N+](=O)[O-])cc1-c1ccc2cccc(C)c2n1	-7%	14%[57.1 µM]	-13%	4%	27%	-2%	-17	8%[57.1 µM]	-1%
CC(=O)NCCc1ccc(S(=O)(=O)N2CCN(c3nc(-c4ccccc4)c(C)s3)CC2)cc1	-1%	3%	-13%	2%	-1%	-8%	-1	-2%	0%
O=C(COC(=O)c1ccc(S(=O)(=O)N2CCCC2)cc1)NCCc1ccc(F)cc1	6%	18%	-21%	1%	-12%	0%	-5	4%	-16%
COc1ccc(OC)c(CCNC(=O)CCc2nnc3ccc(N4CCCCC4)nn23)c1	-8%	8%	-23%	-7%	-24%	-4%	2	1%	9%
CC1(C)CC(=O)C([N+](=O)[O-])=C(NCCCC(=O)O)C1	7%	4%	-18%	1%	7%	-3%	-10	-3%	5%
O=c1cc(-c2ccccc2)c2cc3c(cc2[nH]1)OCCO3	12%	18%	-3%	-8%	3%	-5%	-8	16%	6%
O=S(=O)(Cc1ccc(Cl)cc1)N1CCN(Cc2ccccc2)CC1	-12%	19%	-10%	2%	-3%	-2%	1	5%	0%
O=C(Cc1cccs1)N(c1ccc(F)cc1)C1(C(=O)NC2CCCCC2)CCCC1	0%	21%	-21%	0%	-33%	-2%	0	-3%	-5%
Cc1ccc(C)c(NC(=O)C(Sc2nc3ccc(C)cc3[nH]2)c2ccccc2)c1 (stereo not drawn)	-13%	25%	-21%	-1%	-9%	-3%	-9	6%	13%
COC(=O)c1ccc(CN2CCN(Cc3ccccc3)C(CCO)C2)cc1 (stereo not drawn)	1%	21%[57.1 µM]	-4%	4%	-34%	-3%	-1	-18%[57.1 µM]	5%
O=C(O)c1sccc1Oc1ccc(NS(=O)(=O)c2ccccc2)cc1	10%	-4%	-19%	-7%	8%[56.9 µM]	-2%	-7	-6%	-15%
CCN(CC(=O)N1CCCCCC1)S(=O)(=O)c1ccc(Cl)cc1	6%	-9%	-17%	2%	-27%	-6%	1	-7%	1%
N#C/C(=C\c1ccc2c(c1)OCCO2)C(=O)Nc1nccs1	12%	5%[57.1 µM]	-17%	2%	-12%	19%	-2	0%[57.1 µM]	-10%
Cc1ccc(NC(=O)Cn2cnc3c(=O)n(C)c(=O)n(C)c32)c(C)c1	7%	-10%	-13%	3%	-47%	-4%	-9	-4%	6%
CCOC(=O)c1ccc(Nc2nc(-c3cccnc3)nc3ccccc23)cc1	3%	4%[57.1 µM]	-2%	-23%	-13%	-2%	-3	11%[57.1 µM]	0%
Cc1cccc(NC(=O)CSc2nc3ccccc3o2)c1	8%	-2%[57.1 µM]	-19%	0%	-15%	-6%	-4	3%[57.1 µM]	0%
COC(=O)CNC(=O)/C=C/c1ccc(OC)cc1	-8%	3%[57.1 µM]	-4%	1%	-4%	3%	-6	1%[57.1 µM]	3%
O=C(NC(=S)N1CCCCC1CO)c1cccs1 (stereo not drawn)	?	-1%[57.1 µM]	0%	3%	-48%	-2%	-3	9%[57.1 µM]	0%
COC(=O)c1ccccc1NC(=O)C(CCS(C)(=O)=O)NC(C)=O (stereo not drawn)	4%	31%[57.1 µM]	2%	1%	14%	-3%	-11	12%[57.1 µM]	1%
O=C(Nc1cccc(S(=O)(=O)N2CCOCC2)c1)C1CC1	3%	15%	-20%	0%	-16%	-5%	-4	0%	8%
CCOc1ccc(C(=O)N2CCCC(c3nc(-c4cccs4)no3)C2)cc1 (stereo not drawn)	-13%	17%	-8%	-1%	4%	-1%	-1	-3%	5%
Cc1ccc(Cn2cnc3nc4c(cc3c2=O)CC(C)CC4)cc1 (stereo not drawn)	-5%	8%[57.1 µM]	-10%	-2%	4%	-2%	-5	-2%[57.1 µM]	7%
Cn1c(=O)[nH]c(=O)c2c1nc(N1CCC(Cc3ccccc3)CC1)n2Cc1ccccc1	?	33%	-7%	-19%	21%	?	-4	-5%	-21%
Cc1nc2ccc(NC3=NCCCCC3)cc2s1	-3%	-9%	-1%	0%	?	-5%	5	2%	0%
O=C(COC(=O)c1cccc(Br)c1)NCCC1=CCCCC1	-1%	16%[57.1 µM]	5%	-2%	9%	-10%	-13	7%[57.1 µM]	8%

A few values from the results shown:
Under mIDH1 inhibitor, COc1ccc(NC(=O)Cn2c(=O)n(CCc3ccccc3)c(=O)c3ccccc32)cc1 is listed with 3%
Under LDHA inh, CCOc1ccc(C(=O)N2CCCC(c3nc(-c4cccs4)no3)C2)cc1 (stereo not drawn) is listed with -1
